Screening results as filed in PubChem.
Growth percent in the NCI-60 one-dose screen (48 h, 10 µM unless noted): 100 = growth as untreated, 0 = no growth, -100 = all killed.
MDA-MB-435 = MDA-MB-435 melanoma. AID 1794794. hit rate 7.8% among 82,000
RPMI-8226 = RPMI-8226 leukemia cells; hit rate 7.5% among 77,000
MCF7 = MCF7 breast cancer | AID 1794796 | hit rate 6.3% among 82,000
SR = SR leukemia cells; hit rate 8.7% among 73,000
MDA-MB-231 = MDA-MB-231 breast cancer; hit rate 5% among 81,000
K-562 = K-562 leukemia. hit rate 7.4% among 78,000
MDA-MB-468 = MDA-MB-468 breast cancer | hit rate 8.5% among 78,000
MOLT-4 = MOLT-4 leukemia cells; hit rate 6.9% among 80,000; AID 1794779
* marks the source's active call; other numbers are inactive results; x = no result given; & = joins results of further samples; ! = not active in a repeat; [ ] = another dose, or the depositor's remark. How the source made its calls: active means growth percent below 10; inactive means the rest.

Molecule	MDA-MB-231	RPMI-8226	MDA-MB-435	SR	MOLT-4	K-562	MCF7	MDA-MB-468
Cc1ccc2c(c1)/C(=C/C(=O)c1cc3ccccc3oc1=O)C(=O)N2	65.1	36.7	75.5	6.5*	32.8	6.6*	55.9	-69.3*
Cc1c(N=NC2C(=O)NN(c3nc(-c4ccccc4)c(C#N)c(=O)n3C)C2=O)c(=O)n(-c2ccccc2)n1C (stereo not drawn)	80.3	95.9	112.6	109.2	88.2	x	93.3	84.3
CCN1C(=O)N(CC)C2C1NN=C1SC3(C(=O)N12)C(c1ccccc1)CN(C)C31C(=O)Nc2ccccc21 (stereo not drawn)	105.2	81.9	33.0	54.4	106.5	57.2	74.2	96.4
O=C(COc1ccc(-c2nc3ccccc3c(=O)[nH]2)cc1)N/N=C/c1ccccc1	x	101.4	103.3	75.6	98.0	96.7	90.2	95.2
O=c1ncn2nc(Sc3ccc(F)cc3F)ccc2c1-c1c(Cl)cccc1Cl	90.7	88.8	97.0	84.1	95.6	88.6	97.2	80.5
Cc1[nH]c(C(=O)Nc2ccc(C(=O)N3CCN(c4cc5c(cc4F)c(=O)c(C(=O)O)cn5C4CC4)CC3)cc2OC(C)C)c(Cl)c1Cl	80.3	34.2	88.5	45.9	93.3	56.4	88.8	85.9
CC12CCC(C1)C(C)(C)C2(O)c1ccccc1 (stereo not drawn)	94.7	102.4	116.3	90.0	103.5	102.3	96.9	97.0
CC1=C(C)C2C(CC(C)C)NC(=O)C23C(=O)CC2C4OC(C)(CCC4O)C2C3C1O (stereo not drawn)	99.3	86.2	97.6	x	90.8	96.0	76.7	72.8
CC1(c2ccccc2Cl)NC(=O)NC1=O (stereo not drawn)	104.6	102.0	104.5	98.5	94.5	100.0	96.9	96.7
O=c1[nH]c(-c2cccc3ccccc23)nc2sc3c(c12)CCCCCC3	78.7	90.9	83.0	77.5	63.4	85.4	74.5	94.8
COc1cc(C(=O)/C=C/C23c4ccccc4C(c4ccccc42)C2C(=O)NC(=O)C23)cc(OC)c1OC (stereo not drawn)	52.8	36.0	33.6	30.0	37.9	35.9	18.8	37.7
CC1(C)CC[C@]2(C(=O)NCC#CCN3CCOCC3)CC[C@]3(C)C(=CC[C@@H]4[C@@]5(C)Cc6c([nH]c7ccccc67)C(C)(C)[C@@H]5CC[C@]43C)[C@@H]2C1	91.4	57.9	83.1	90.9	72.3	65.3	81.1	90.8
Nc1nc(Nc2ccc(Cl)cc2O)nc(C(Cl)(Cl)Cl)n1	86.9	92.1	97.9	68.8	82.9	76.6	85.9	x
Cc1ccc(Cl)cc1N	103.0	112.0	123.8	x	91.9	106.2	112.2	x
COc1ccc(/C=C/c2c(C(=O)/C=C/c3ccc(C(F)(F)F)cc3)c(C)nc3ccccc23)cc1	-20.2*	-25.7*	-56.5*	x	6.2*	8.1*	1.4*	-54.5*
COc1ccc2cc(NC(C)=O)ccc2c1	114.4	104.7	112.0	88.5	92.5	98.0	103.9	110.1
COc1ccc2c(c1)c(-c1noc(-c3cn(C)c4ncc(F)cc34)n1)cn2C	62.2	92.1	77.1	83.8	87.6	84.7	54.6	73.5
CCOC(=O)c1ncc(-c2ccc(C(F)(F)F)cc2)c(N2CCC(OCC)(OCC)CC2)n1	104.2	98.6	104.8	84.0	77.2	83.6	92.1	98.7
CN1C(=O)C(OCc2ccc(C#N)cc2)Oc2cc(C(=O)O)ccc21 (stereo not drawn)	104.5	105.8	101.9	89.7	95.8	95.3	95.9	93.4
CCSc1nc2c(cnn2Cc2ccccc2)c(=O)n1Cc1ccccc1	74.9	94.6	103.4	104.5	96.6	96.7	84.4	97.1

Next structures
Molecule	MDA-MB-231	RPMI-8226	MDA-MB-435	SR	MOLT-4	K-562	MCF7	MDA-MB-468
O=c1oc2ccc(F)cc2c(=O)n1-c1ccc(Br)cc1F	-22.0*	-22.3*	0.5*	x	-7.7*	6.7*	-3.5*	0.7*
C#C[C@]1(O)CC[C@H]2[C@@H]3CC=C4c5sc(-c6ccccn6)nc5CC[C@]4(C)[C@H]3CC[C@@]21C	78.6	x	x	29.3	21.7	31.9	49.3	89.2
Cc1ccccc1N1CCN(C(=S)c2ccccc2)CC1	93.9	114.6	103.0	104.1	106.3	106.7	88.2	x
COc1ccc(C2=C/C(=C\c3ccc(O)c(OC)c3)C(=O)N2Cc2ccccc2)cc1	93.8	83.5	102.7	83.8	79.1	92.7	93.9	94.9
O=C1C=CC(=O)N1c1ccc(N=Nc2ccccc2)cc1	97.7	99.5	110.9	98.5	97.0	116.8	95.3	103.9
O=C1/C(=C/c2ccccc2[N+](=O)[O-])Oc2ccc(O)c(O)c21	45.6	x	x	36.1	18.1	17.2	21.2	37.5
N#CCN1CCOCC1	104.8	116.2	96.0	108.5	118.0	95.3	86.5	89.2
CS(=O)(=O)NCc1ccco1	99.7	100.8	105.9	96.7	99.6	101.7	96.5	93.1
CC(C)N=c1cc2n(-c3ccc(Cl)cc3)c3ccccc3nc-2cc1Nc1ccc(Cl)cc1	-0.5*!	-42.6*	-46.2*	9.3*	-11.7*!	-17.3*!	10.5&18.4&11.9	-42.4*
COc1ccc(S(=O)(=O)n2cc(C3OC(c4cc(OC)c(OC)c(OC)c4)=NN3C(C)=O)c3ccccc32)cc1OC (stereo not drawn)	82.6	61.5	95.4	x	58.7	64.4	88.0	105.3
COc1ccc(CN2c3ccccc3Sc3ccccc32)cc1F	24.1	21.2	-33.5*	16.9	27.3	11.0	16.0	-0.7*
COc1ccc(-c2nc3c(c(-c4ccccc4)nn3-c3ccccc3)c(-c3ccc(N4CCCCC4)cc3)c2C#N)cc1	106.7	99.8	100.2	114.5	93.2	91.7	82.8	99.0
COc1ccc2c(c1)c(CC(=O)[Se]CCC#N)c(C)n2C(=O)c1ccc(Cl)cc1	-13.8*	50.9	-13.4*	4.4*	0.1*	21.2	2.3*	-36.0*
Cn1cnc2c1c(=O)n(CC(=O)Nc1ccccc1)c(=O)n2C	101.4	101.2	106.2	101.4	103.4	95.3	98.8	106.3
CC(C)(C)CC(C)(C)NC(=O)Nc1ncccc1OCc1ccc(F)cc1	81.7	61.3	97.9	71.2	72.1	57.2	100.5	74.7
COc1cc(CN(Cc2ccccc2)c2c(NC3CCCCC3)oc(=O)c3ccccc23)cc(OC)c1OC	98.5	95.6	101.4	101.0	100.9	92.3	96.3	92.8
CC(C)[C@@H]1CC[C@@H](C)C[C@H]1O	108.5&102.4&111.5	104.0&100.2&103.2	109.4&103.6&105.4	100.0&94.6&94.9	106.9&101.1&92.0	116.3&89.4&102.3	94.1&101.0&98.4	105.9&106.8&101.5
Nc1c(Cl)cc(Br)c(Cl)c1Br	113.0	94.6	96.6	82.8	95.7	102.9	104.8	100.1
CC(=O)C1=C(C)NC(NNC(=O)Nc2ccc(Cl)cc2)=NC1c1ccc(Cl)cc1 (stereo not drawn)	103.0	101.9	114.0	83.0	90.2	97.3	97.8	100.2
O=C1OC(c2ccc(Cl)c(Cl)c2)=C/C1=C/c1ccccc1[N+](=O)[O-]	96.0	109.3	104.9	x	x	104.5	100.5	105.7

Four of these compounds in a different format.
The line under a structure holds: MDA-MB-231	RPMI-8226	MDA-MB-435	SR	MOLT-4	K-562	MCF7	MDA-MB-468
> COc1ccc(-c2nc3c(c(-c4ccccc4)nn3-c3ccccc3)c(-c3ccc(N4CCCCC4)cc3)c2C#N)cc1
  106.7	99.8	100.2	114.5	93.2	91.7	82.8	99.0
> COc1ccc2c(c1)c(CC(=O)[Se]CCC#N)c(C)n2C(=O)c1ccc(Cl)cc1
  -13.8*	50.9	-13.4*	4.4*	0.1*	21.2	2.3*	-36.0*
> Cn1cnc2c1c(=O)n(CC(=O)Nc1ccccc1)c(=O)n2C
  101.4	101.2	106.2	101.4	103.4	95.3	98.8	106.3
> CC(C)(C)CC(C)(C)NC(=O)Nc1ncccc1OCc1ccc(F)cc1
  81.7	61.3	97.9	71.2	72.1	57.2	100.5	74.7

Further structures.
Molecule	MDA-MB-231	RPMI-8226	MDA-MB-435	SR	MOLT-4	K-562	MCF7	MDA-MB-468
COc1ccc(/C=N/Nc2nc(-c3nnn(-c4ccc([N+](=O)[O-])cc4)c3C)cs2)cc1OC	94.0	74.7	106.2	71.4	77.3	78.8	93.5	92.5
N#Cc1c(-c2ccccc2)cc(-c2ccccc2)n(CC(=O)NO)c1=O	42.8	23.2	49.8	2.7*	-5.7*	6.3*	21.9	43.5
COc1ccc(CSc2nnc(-c3nn(-c4ccc(Cl)cc4Cl)c(-c4ccc(Cl)cc4)c3C)n2CCc2ccccc2)cc1	90.1	88.7	100.4	79.4	77.2	84.8	92.6	84.0
CC(=O)Nc1ccc(-n2c(O)c(/C=N/NC(=O)Cc3ccccc3Nc3c(Cl)cccc3Cl)sc2=S)cc1	106.5	105.8	109.1	72.9	94.2	94.6	92.3	94.2
N#C/C(Sc1nc2sc3c(c2c(=O)n1Cc1ccccc1)CCCC3)=C(/S)Nc1ccccc1	88.5	75.5	110.2	79.0	98.8	89.8	60.4	x
CC(C)(C)C(=O)Nc1ccccc1	109.0	111.1	104.7	107.9	112.6	109.6	100.4	107.3
CC(=O)O[C@H]1CC[C@@]2(C)[C@@H](CC[C@@H]3[C@@H]2CC(=O)[C@@]2(C)[C@H]3C[C@@H](C(C(C)=O)C(C)=O)[C@@H]2C(C)=O)C1	108.8	104.1	115.8	82.1	96.0	107.8	102.5	106.1
COc1cc(C(=O)NNC(C)C)cc(OC)c1OC	114.2	105.5	103.4	92.1	100.1	105.9	96.4	111.8
O=C(/C=C/c1ccc(O)c(O)c1)NC(Cc1ccccc1)C(=O)C(=O)NCc1ccccc1 (stereo not drawn)	95.9	97.3	100.2	113.4	86.5	97.2	88.6	94.4
COc1ccc(Cl)cc1C(C)=O	113.5	108.4	103.4	95.0	93.7	97.3	95.6	112.5
CS(=O)(=O)Nc1ccc(C(=O)NC(C(=O)NO)c2ccc(-c3ccccc3)cc2)cc1 (stereo not drawn)	105.8	108.1	104.5	115.5	97.5	97.9	92.5	96.7
CC(C)C[C@H]1C=C[C@H](CC(C)C)N(Cc2ccccc2)S(=O)(=O)N1Cc1ccccc1	87.8[7.5 µM]	72.5[7.5 µM]	108.4[7.5 µM]	75.2[7.5 µM]	65.9[7.5 µM]	85.3[7.5 µM]	x	39.6[7.5 µM]
CCCCCCCCCCC(CN(CC)CC)C(O)c1ccccc1 (stereo not drawn)	10.1	9.6*	-25.1*	-17.6*	-15.2*	-21.2*	1.9*	-61.2*
CCOC(=O)c1cnc2ccccc2c1Cl	85.4	113.8	98.9	108.6	99.9	115.8	99.1	97.4
CC(=Nc1ccccc1)C1=C(O)C(Cc2cccc(F)c2)NC1=O (stereo not drawn)	25.9	9.9*	-46.2*	0.4*	-12.4*	5.5*	20.9	x
COc1ccc(C(=O)CCC(=O)O)cc1	80.4	87.3	107.2	99.7	86.2	49.1	21.2	48.0
COc1ccc(/C=C2\N=C3N(NC4(CCCc5ccccc54)N3c3ccccc3)C2=O)cc1 (stereo not drawn)	89.5	91.9	110.8	99.6	81.5	99.4	82.8	102.8
CC(N)C(Cc1ccccc1)c1ccc(Cl)cc1 (stereo not drawn)	61.1	94.5	94.1	67.9	76.4	87.0	90.3	83.1
Clc1cc(Cl)cc(N2N=C(c3ccc4c(c3)OCO4)CC2c2cccc(Nc3ccnc4cc(Cl)ccc34)c2)c1 (stereo not drawn)	113.4	85.5	100.9	75.7	78.3	90.1	95.0	97.0
CCc1c(C)c2ccc3c(c2oc1=O)N=C(c1ccccc1)CO3	89.4	94.6	96.5	75.0	88.6	85.3	100.1	111.8

(next part)
Molecule	MDA-MB-231	RPMI-8226	MDA-MB-435	SR	MOLT-4	K-562	MCF7	MDA-MB-468
O=C(Nc1cccc(C(F)(F)F)c1)Nc1cccc(C(F)(F)F)c1	-34.8*	-10.5*	9.1*	-22.6*	x	11.5	5.3*	-6.4*
OCc1ccc(N2CCc3cccc(F)c3C2)cc1Cl	107.0[0.1 µM]	71.4[0.1 µM]	110.7[0.1 µM]	87.6[0.1 µM]	100.0[0.1 µM]	38.5[0.1 µM]	12.8[0.1 µM]	-49.9*[0.1 µM]
CCOc1cc(C=O)cc(I)c1O	113.4	98.1	103.9	94.3	100.1	99.5	101.9	110.6
COc1ccc2oc(=O)cc(COc3ccc(N=Cc4ccccn4)cc3)c2c1	101.3	83.6	104.8	77.0	85.7	98.6	79.4	104.4
N#Cc1c(-c2ccccc2)cc(-c2ccccc2)n(CCCCC(=O)O)c1=O	91.0	96.2	59.4	65.1	107.2	80.8	78.2	89.1
CCCCONc1c2ccccc2nc2ccccc12	111.2	78.3	115.8	x	86.6	107.3	97.0	113.7
Cn1cc(Nc2ncc(C(N)=O)c(NCCCNC(=O)C3CCC3)n2)cn1	85.5	103.1	92.3	103.7	93.0	87.1	89.6	103.3
CCN1CCN(/C(=N\c2sc(-c3ccccc3)nc2-c2ccccc2)c2ccccc2)CC1	79.9	57.7	88.0	52.8	60.7	32.8	67.3	75.3
CCCCCCCCCCCCC[C@H](O)C[C@H](O)[C@H](C)N	90.0[1.25 µM]	33.2[1.25 µM]	116.1[1.25 µM]	-35.7*[1.25 µM]	51.7[1.25 µM]	102.1[1.25 µM]	103.7[1.25 µM]	x
C=C1C(=O)O[C@H]2[C@H]1CC/C(C=Nc1c(N)cc(F)cc1Br)=C\CC[C@@]1(C)O[C@@H]21	65.1	12.8	83.2	21.3	45.9	20.3	24.4	44.0
N=c1ccn2c(n1)OC1C(O)C(CCl)OC12 (stereo not drawn)	91.7	97.7	79.3	99.4	43.2	85.6	49.6	93.7
COc1ccc(-n2nc(C(=O)NCCCCC(=O)NO)nc2-c2ccccc2)cc1	94.7	74.9	77.7	x	48.5	55.6	71.7	34.1
CCOc1ccc(-c2cn[nH]c2N)cc1OCC	x	109.0	102.6	107.4	111.5	116.9	104.0	x
